M1 ag parental: M1 agonist counterscreen hit in parental CHO-K1 cells; Fluo-8 calcium fluorescence; scaled to maximal ATP response, vehicle zero; activation, % at 3 µM; 360,000 tested, 0.48% active; in the data active means activation above about 15%;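 further: untransfected CHO-K1 host cells lacking M1 receptor as counterscreen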
M1 antag: antagonists of human M1 muscarinic receptor; CHO-K1 hM1, Fluo-8 calcium fluorescence, ACh EC80 antagonist; 360,000 tested, 1.3% active; P11229; inhibition, % at 3 µM; AID 588852;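 active means percent inhibition above its own plate's cutoff, namely the mean of that plate's compound wells plus 3 SD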;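 further: peak over basal fluorescence ratio during 140 s after agonist addition; 0% = ACh EC80 plus DMSO and 100% = DMSO alone without agonist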
Target sequence (P11229 whole entry, looked up): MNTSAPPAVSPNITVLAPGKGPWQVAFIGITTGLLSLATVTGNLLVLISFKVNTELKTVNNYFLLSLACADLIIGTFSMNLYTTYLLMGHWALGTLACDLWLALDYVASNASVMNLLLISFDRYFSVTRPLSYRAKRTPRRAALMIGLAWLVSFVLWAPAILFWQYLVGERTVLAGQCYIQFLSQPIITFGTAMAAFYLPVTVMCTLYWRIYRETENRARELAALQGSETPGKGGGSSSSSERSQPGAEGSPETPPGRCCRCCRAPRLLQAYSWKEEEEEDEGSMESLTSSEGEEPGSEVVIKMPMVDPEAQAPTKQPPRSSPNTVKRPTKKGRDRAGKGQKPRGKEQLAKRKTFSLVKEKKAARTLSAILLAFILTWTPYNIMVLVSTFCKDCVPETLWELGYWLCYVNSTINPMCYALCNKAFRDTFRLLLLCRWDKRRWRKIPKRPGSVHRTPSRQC
CHO parental Ca: counter-screen for OX1R antagonists: effect in parental CHO cells; parental CHO-K1, ATP-induced calcium, Fluo-8 fluorescence; 330,000 tested, 0.63% active; inhibition, % at 5.6 µM; AID 463079;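 active means inhibition above that plate's mean sample inhibition plus 3 SD, cut at about 26% in these data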;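 further: 0% = ATP-challenged DMSO wells and 100% = DMSO wells without ATP; some compounds past the cut are filed as inactive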
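Material – parental CHO cells · Reagent – ATP stimulus · Compound – single nominal dose of 5.6 µM per compound · Detection – Fluo-8 fluorescence · Read-out basis – percent inhibition of calcium signal · Controls – ATP-challenged DMSO wells low, unchallenged DMSO wells high · Repeats – no replicates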
M1 PAM parental: M1 PAM counterscreen hit in parental CHO-K1 cells. ATP EC20, Fluo-8 calcium fluorescence; 0% at ATP EC20, 100% at ATP max. activation, % at 3 µM. 360,000 tested, 0.02% active. AID 602247;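 active means activation above the run cutoff, the mean activation of all test compounds plus 3 SD, cut at about 40% in these data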;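 further: peak over basal fluorescence ratio in a 140 s read after ATP addition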
TAAR1 agonist: agonists of human TAAR1 | Q96RJ0 | CHO RD-HGA16 TAAR1, Fluo-8 calcium fluorescence; vehicle wells 0%, saturating PEA agonist 100% | activation, % at 3 µM | 360,000 tested, 0.99% active;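 active means activation above the mean activation of all test compounds in the run plus 3 SD, cut at about 38% in these data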
Target sequence (Q96RJ0 whole entry, looked up): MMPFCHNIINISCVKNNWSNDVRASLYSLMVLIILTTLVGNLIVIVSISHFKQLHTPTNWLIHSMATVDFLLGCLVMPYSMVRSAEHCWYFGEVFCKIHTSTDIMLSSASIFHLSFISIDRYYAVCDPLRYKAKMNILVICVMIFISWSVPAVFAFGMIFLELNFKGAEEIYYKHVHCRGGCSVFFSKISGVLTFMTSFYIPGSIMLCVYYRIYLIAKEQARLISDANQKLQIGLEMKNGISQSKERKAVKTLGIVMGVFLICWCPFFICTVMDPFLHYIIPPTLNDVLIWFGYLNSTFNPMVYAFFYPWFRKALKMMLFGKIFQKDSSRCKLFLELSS
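Test system: RD-HGA16 (CHO) cells co-expressing Gα16 and hTAAR1 | Doses: Single dose, 3 µM | Schedule: 17-24 h seeding, 75 min 37 °C dye, 30 min RT | Evaluation: % activation from peak over basal fluorescence ratio, DMSO-to-PEA scaled | Technique: Kinetic Fluo-8 calcium fluorescence | Benchmarks: Low control DMSO, high control PEA (EC100)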
CHRM1 agonist: human M1 muscarinic receptor agonism | P11229 | CHO-K1 hM1, Fluo-8 calcium fluorescence, agonist mode; 0% DMSO, 100% acetylcholine EC100 | activation, % at 3 µM | 360,000 tested, 0.33% active | AID 588814;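 active means activation above the run's mean compound activation plus 3 SD, cut at about 16% in these data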;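 further: peak over basal fluorescence ratio within a 140 s kinetic read after compound addition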
TAAR1 antagonist: human TAAR1 antagonism | Q96RJ0 | CHO RD-HGA16 TAAR1, Fluo-8 calcium fluorescence, antagonist | inhibition, % at 3 µM | 360,000 tested, 1.5% active | AID 624466;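 active means inhibition above a per-plate cutoff, the mean inhibition of test compounds on that plate plus 3 SD, cut at about 49% in these data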;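 further: 0% = DMSO plus EC80 beta-PEA response and 100% = DMSO alone without agonist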
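Material: CHO RD-HGA16 cells bearing hTAAR1; compound dosing: one-point dosing, 3 µM nominal final; schedule: dye loading 75 min at 37 °C, then 30 min room temperature; measured by: calcium fluorescence with Fluo-8; control set: vehicle and agonist controls; replication: n of 1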
CHO-K1 Ca antag: nonselective inhibitor or artifact in parental CHO-K1 cells | ATP-induced calcium, Fluo-8 fluorescence | inhibition, % at 3 µM | 360,000 tested, 0.6% active;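 active means inhibition above a per-plate cutoff, the plate's mean sample inhibition plus 3 SD, cut at about 24% in these data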;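 further: 0% = DMSO plus EC80 ATP and 100% = DMSO alone without ATP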
M1 PAM: positive allosteric modulators of human M1 muscarinic receptor; P11229; CHO-K1 hM1, Fluo-8 calcium fluorescence, ACh EC20; 0% = ACh EC20, 100% = maximal ACh; activation, % at 3 µM; 360,000 tested, 0.088% active; AID 588819; in the data active means activation above about 19%, passing the limit was not always enough
Active calls of the source: *; nt = not tested or not shown. Outcome played no part in choosing rows (roughly 4.4% active in at least one column).

nr	molecule	M1 ag parental	M1 antag	CHO parental Ca	M1 PAM parental	TAAR1 agonist	CHRM1 agonist	TAAR1 antagonist	CHO-K1 Ca antag	M1 PAM
1	CCN(CC)C(=O)NC1CCCCCCC1	-0.2	13	-14	15	0	-7	-8	-6	-4
2	COc1cccc(C(=O)N2CCC[C@H]2C(=O)N2CCC[C@H]2C(=O)N[C@H](C)c2ccccc2)c1	0.5	nt	nt	21	2	nt	-5	-26	nt
3	CCCc1nnc(NC(=O)CS(=O)(=O)c2ccccc2)s1	1.2	-3	-4	9	1	-7	5	-19	8
4	O=C(Nc1ccc2ccccc2c1)[C@@H]1C[C@H]1[C@@H](NP(=O)(c1ccccc1)c1ccccc1)c1ccccc1	0.4	-2	-15	10	12	-7	-16	-16	0
5	COc1ccc(OC)c(-n2nnnc2SCC(=O)O)c1	0.0	19	3	16	4	-3	-1	-13	-3
6	Cc1ccc(OCCN(C)C(=O)c2cc(COc3ccc(F)cc3F)on2)cc1	0.0	-12	0	12	1	-1	4	-4	14
7	CCOc1ccc(NC(=O)CCC(=O)c2ccc(F)cc2)cc1	1.4	-14	-9	13	3	-4	1	-4	5
8	COc1cc(NC(=O)c2ccco2)c(OC)cc1NC(=O)CCC(=O)Nc1cc(C)ccc1C	2.8	1	-25	6	6	-2	6	-2	-1
9	Cc1nn(C(C)C(=O)NCc2cccs2)c(=O)c2nn(-c3ccccc3)c(C)c12 (stereo not given)	1.7	-16	-13	1	1	-5	-11	-18	13
10	CC(C)(C)C(=O)N(Cc1ccc(Cl)cc1)c1cnccn1	6.4	-2	-6	11	4	-3	-8	15	5

Next compounds.
nr	molecule	M1 ag parental	M1 antag	CHO parental Ca	M1 PAM parental	TAAR1 agonist	CHRM1 agonist	TAAR1 antagonist	CHO-K1 Ca antag	M1 PAM
11	O=C(c1ccco1)N1CCN(C(=O)c2cc3cc([N+](=O)[O-])ccc3oc2=O)CC1	1.5	-12	10	14	0	-6	-8	-11	9
12	O=C(CN1CCN(c2ccccc2O)CC1)NC(=O)NCc1ccccc1	0.2	-4	-7	10	7	0	11	-4	0
13	CC(NC(=O)Cc1ccsc1)c1ccc(S(N)(=O)=O)cc1 (stereo not given)	0.9	-4	-1	24	10	-4	5	-15	8
14	Cc1cc(C)nc(NC2=NCCN2C(=S)Nc2c(C)cccc2C)n1	0.3	4	7	14	0	-6	14	-16	-1
15	CC(=O)C[C@H]1c2ccccc2S(=O)(=O)N1C1CCCCC1	0.1	2	-5	11	16	-8	1	-11	5
16	CCc1nc2ccccc2n1CC(O)COc1ccc(NC(C)=O)cc1 (stereo not given)	0.3	-34	-4	6	7	-2	-5	6	9
17	CC(C)Cn1c(SCC#N)nc2ccccc2c1=O	-0.1	1	-6	4	16	-6	-9	-6	0
18	O=C(C1CCN(S(=O)(=O)c2cccc3cccnc23)CC1)N1CCN(Cc2ccccc2)CC1	2.4	-1	-17	8	2	-3	-14	7	-1
19	Cc1ccc(-n2cc(CNCCc3cscn3)c(-c3ccc(F)cc3)n2)cc1	0.8	-3	-26	25	46*	-11	-10	-11	11
20	O=C(O)Cn1cc(/C=c2/sc3nc4ccccc4n3c2=O)c2ccccc21	3.2	-2	-12	7	5	-8	8	-6	7

(listing goes on)
nr	molecule	M1 ag parental	M1 antag	CHO parental Ca	M1 PAM parental	TAAR1 agonist	CHRM1 agonist	TAAR1 antagonist	CHO-K1 Ca antag	M1 PAM
21	CNS(=O)(=O)c1cnccc1N1CCN(c2cccc(Cl)c2)CC1	1.2	-12	-2	16	5	-3	-20	-5	8
22	COc1ccc(C(=O)OCN2C(=O)c3ccccc3C2=O)cc1	0.6	-5	-2	10	11	-4	11	4	8
23	O=C1NC2(CCCCC2)CO1	0.5	1	-5	-6	6	-1	-5	-3	4
24	COc1ccc(CCN(C(=O)c2ccco2)C(C(=O)NC2CCCC2)c2ccncc2)cc1OC (stereo not given)	0.2	-5	-7	25	-1	-5	-5	-5	10
25	CCN1CCN(CC(=O)Nc2ccc3c(c2)OCCO3)C(=O)C1=O	-0.2	-11	1	-7	2	12	12	1	20
26	O=C(Cn1nnc(-c2ccc(F)cc2)n1)Nc1cccc(S(=O)(=O)N2CCCC2)c1	8.6	9	1	9	8	-1	14	-8	-6
27	COc1cc(C)nc(N2CCCC(C(=O)Nc3cccc(Cl)c3Cl)C2)n1 (stereo not given)	-0.3	-14	-20	1	4	7	-4	-12	6
28	O=C(CSc1nc(-c2ccco2)cc(C(F)(F)F)n1)N1CCSCC1	1.9	2	-11	-3	0	0	3	-4	3
29	COc1ccc(-c2nnc(SCC(=O)Nc3cccnc3Cl)n2C)cc1	0.9	-6	-5	5	-2	-3	-16	2	3
30	CCC(CC)C(=O)Nc1ccc([N+](=O)[O-])cn1	-0.4	-3	-6	-2	-1	-11	-4	15	7

Further compounds follow:
nr	molecule	M1 ag parental	M1 antag	CHO parental Ca	M1 PAM parental	TAAR1 agonist	CHRM1 agonist	TAAR1 antagonist	CHO-K1 Ca antag	M1 PAM
31	COC(=O)N/N=C/c1ccc(-c2ccccc2Cl)o1	-0.2	-13	-12	7	8	-4	-15	-5	8
32	COc1cc(C2SCC(=O)N2CCc2ccc(OC)c(OC)c2)ccc1O (stereo not given)	2.9	-9	0	32	8	-4	9	-19	5
33	COc1ccc(Cl)cc1C(=O)Nn1cnnc1	0.8	-20	10	6	1	4	-12	-6	28
34	O=C1CC(Cc2ccc(Cl)cc2)C(=O)N1c1ccccn1 (stereo not given)	0.0	-4	-10	15	-1	-2	15	-9	3
35	O=C(NCc1ccco1)c1cccc(Br)c1	1.0	-6	-4	1	-1	-2	8	-9	4
36	CC1(C(=O)NS(=O)(=O)c2ccc(Cl)cc2)CCN1C(=O)c1ccco1 (stereo not given)	-0.1	3	nt	16	0	-2	2	-9	-3
37	O=C(CCNC(=O)c1ccc(Cl)cc1)Nc1nc2ccccc2[nH]1	0.1	-6	-17	12	9	-2	-9	-4	7
38	COc1cccc(CNC(=O)C(=O)NCCC2CCCCN2S(=O)(=O)c2ccc(C)cc2)c1 (stereo not given)	0.6	-6	-18	2	1	-7	-6	3	-1
39	Cc1ccc(S(=O)(=O)N2CCN(C(=O)COC(=O)c3nc(Cl)ccc3Cl)CC2)c(C)c1	1.6	13	nt	-12	3	-3	10	0	-4
40	CC1=C(C#N)C(=O)NC1(C)O (stereo not given)	0.2	-3	nt	-1	2	-1	-15	-8	-3

Additional records.
nr	molecule	M1 ag parental	M1 antag	CHO parental Ca	M1 PAM parental	TAAR1 agonist	CHRM1 agonist	TAAR1 antagonist	CHO-K1 Ca antag	M1 PAM
41	NCCCC[C@@H]1NC(=O)c2cc([N+](=O)[O-])cc(F)c2NCCCC[C@@H](C(N)=O)NC(=O)CNC1=O	0.7	11	-7	6	4	-4	-8	-14	2
42	CCCN1C(=O)SC(CC(=O)Nc2ccc(C)cc2)C1=O (stereo not given)	1.1	-6	-29	14	-1	1	-15	-10	4
43	CC(C)(C)c1cc(=O)[nH]c(SCc2ccccc2Cl)n1	-0.1	-6	-6	-1	8	-9	-11	-8	4
44	O=C1CCCCCC(=O)[C@H](O)C[C@H](c2ccccc2)O1	0.6	nt	nt	21	1	nt	-8	-14	nt
45	O=C(Cc1cccc2ccccc12)NCC(=O)N1CCN(CC(=O)Nc2ccc(F)cc2)CC1	1.9	-15	nt	21	1	-1	-18	-5	8
46	CC1(C)CC(=O)C2=C(C1)OC(N)=C(C#N)C2c1ccc(OC(=O)N2CCOCC2)cc1 (stereo not given)	0.1	-1	0	-3	2	-3	16	8	7
47	CCCCCCCCc1nnc(NC(=O)c2ccco2)s1	-0.7	3	-2	1	1	-2	-34	12	3
48	CCc1cc(C(=O)Nc2cc(S(=O)(=O)N3CCCCC3)ccc2N2CCN(C)CC2)sc1C	2.7	-1	nt	-1	5	-1	-4	2	-7
49	N#Cc1ccc(CSCC(=O)NN=C2CCCC2)cc1	0.6	-4	-18	-1	0	-9	15	1	7
50	COc1cccc(CCNC(=O)c2ccc(C#N)cc2)c1	0.4	-2	-6	8	0	-7	10	-8	3
51	Cc1c(C(=O)Nc2cccc(S(=O)(=O)N3CCOCC3)c2)oc2ccc(Br)cc12	-0.5	-3	-33	10	0	-3	-20	-13	1
52	CC1=C(C(=O)OCc2ccccc2)C(c2ccccc2[N+](=O)[O-])NC(=O)N1C (stereo not given)	0.4	-7	-10	-20	7	-7	-15	14	6
53	CCc1noc(C)c1C(=O)Nc1ccc(Cl)c(S(=O)(=O)N2CCCCC2)c1	8.0	14	-3	-13	5	0	37	21	-14

Of the compounds above, these have fluorine.
nr	molecule	M1 ag parental	M1 antag	CHO parental Ca	M1 PAM parental	TAAR1 agonist	CHRM1 agonist	TAAR1 antagonist	CHO-K1 Ca antag	M1 PAM
6	Cc1ccc(OCCN(C)C(=O)c2cc(COc3ccc(F)cc3F)on2)cc1	0.0	-12	0	12	1	-1	4	-4	14
7	CCOc1ccc(NC(=O)CCC(=O)c2ccc(F)cc2)cc1	1.4	-14	-9	13	3	-4	1	-4	5
19	Cc1ccc(-n2cc(CNCCc3cscn3)c(-c3ccc(F)cc3)n2)cc1	0.8	-3	-26	25	46*	-11	-10	-11	11
26	O=C(Cn1nnc(-c2ccc(F)cc2)n1)Nc1cccc(S(=O)(=O)N2CCCC2)c1	8.6	9	1	9	8	-1	14	-8	-6
28	O=C(CSc1nc(-c2ccco2)cc(C(F)(F)F)n1)N1CCSCC1	1.9	2	-11	-3	0	0	3	-4	3
41	NCCCC[C@@H]1NC(=O)c2cc([N+](=O)[O-])cc(F)c2NCCCC[C@@H](C(N)=O)NC(=O)CNC1=O	0.7	11	-7	6	4	-4	-8	-14	2
45	O=C(Cc1cccc2ccccc12)NCC(=O)N1CCN(CC(=O)Nc2ccc(F)cc2)CC1	1.9	-15	nt	21	1	-1	-18	-5	8
